Screening data from PubChem.
ABCB6 inh MLPCN = blocks the human ABCB6 transporter; Q9NP58; K562-ABCB6 porphyrin accumulation, flow cytometry, 1 h; active compounds read low; fluorescence ratio to DMSO, % at 10 µM; 360,000 tested, 0.19% active; AID 602162;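 active means fluorescence ratio to DMSO below 75%, the collection mean minus 3 SD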;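 further: signal is porphyrin accumulated inside mitochondria; 100% equals median channel fluorescence of DMSO control wells; lower ratio means ABCB6 inhibition with less porphyrin fluorescence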
MC4R antagonist = human MC4R antagonism in cAMP assay. MC4R-expressing cells, MTII-stimulated cAMP, LANCE TR-FRET. inhibition, % at 6.5 µM. 360,000 tested, 0.48% active;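 active means inhibition above its plate's cutoff, the mean of tested wells on that plate plus 3 SD, cut at about 29% in these data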;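 further: 0% = Melanotan II alone and 100% = Melanotan II plus saturating MCL0020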
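System: U2OS-MC4R stable cell line; Technique: Eu-cAMP/anti-cAMP TR-FRET, emission 671 nm; Repeats: single well per compound; Also added: Melanotan II; Dosing: one concentration, 6.5 µM nominal; Schedule: 30-min compound, 1-h challenge, 1-h detection, room temperature.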
ABHD5-PLIN5 inh = inhibitors of human ABHD5-perilipin-5 interaction. Q00G26+Q8WTS1. Split G. princeps luciferase complementation, luminescence, 4 h. inhibition, % at 4 µM. 360,000 tested, 0.78% active;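 active means inhibition above the mean inhibition across every tested compound plus 3 SD, cut at about 22% in these data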;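 further: 0% = DMSO only wells and the 100% control is not disclosed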
TLR9-MyD88 block = TLR9-MyD88 interaction inhibition. CHO BLA complementation TLR9-MyD88, CCF4 FRET ratio. inhibition, % at 4.98 µM. Q9NR96+Q99836. AID 504734. 340,000 tested, 0.21% active;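 active means inhibition above the mean over all tested compounds plus 3 SD, cut at about 21% in these data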;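 further: 0% = DMSO only wells and 100% = clavulanate BLA inhibitor control wells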
Target sequence (Q99836 whole entry, looked up): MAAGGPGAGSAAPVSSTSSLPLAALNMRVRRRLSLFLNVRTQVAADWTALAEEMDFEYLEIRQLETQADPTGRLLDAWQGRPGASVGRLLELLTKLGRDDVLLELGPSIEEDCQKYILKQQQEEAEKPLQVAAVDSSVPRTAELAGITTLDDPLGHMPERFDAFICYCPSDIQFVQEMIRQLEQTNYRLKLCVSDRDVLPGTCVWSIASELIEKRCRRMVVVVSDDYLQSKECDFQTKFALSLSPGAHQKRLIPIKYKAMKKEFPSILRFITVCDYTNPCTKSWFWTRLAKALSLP
Target sequence (Q9NR96 whole entry, looked up): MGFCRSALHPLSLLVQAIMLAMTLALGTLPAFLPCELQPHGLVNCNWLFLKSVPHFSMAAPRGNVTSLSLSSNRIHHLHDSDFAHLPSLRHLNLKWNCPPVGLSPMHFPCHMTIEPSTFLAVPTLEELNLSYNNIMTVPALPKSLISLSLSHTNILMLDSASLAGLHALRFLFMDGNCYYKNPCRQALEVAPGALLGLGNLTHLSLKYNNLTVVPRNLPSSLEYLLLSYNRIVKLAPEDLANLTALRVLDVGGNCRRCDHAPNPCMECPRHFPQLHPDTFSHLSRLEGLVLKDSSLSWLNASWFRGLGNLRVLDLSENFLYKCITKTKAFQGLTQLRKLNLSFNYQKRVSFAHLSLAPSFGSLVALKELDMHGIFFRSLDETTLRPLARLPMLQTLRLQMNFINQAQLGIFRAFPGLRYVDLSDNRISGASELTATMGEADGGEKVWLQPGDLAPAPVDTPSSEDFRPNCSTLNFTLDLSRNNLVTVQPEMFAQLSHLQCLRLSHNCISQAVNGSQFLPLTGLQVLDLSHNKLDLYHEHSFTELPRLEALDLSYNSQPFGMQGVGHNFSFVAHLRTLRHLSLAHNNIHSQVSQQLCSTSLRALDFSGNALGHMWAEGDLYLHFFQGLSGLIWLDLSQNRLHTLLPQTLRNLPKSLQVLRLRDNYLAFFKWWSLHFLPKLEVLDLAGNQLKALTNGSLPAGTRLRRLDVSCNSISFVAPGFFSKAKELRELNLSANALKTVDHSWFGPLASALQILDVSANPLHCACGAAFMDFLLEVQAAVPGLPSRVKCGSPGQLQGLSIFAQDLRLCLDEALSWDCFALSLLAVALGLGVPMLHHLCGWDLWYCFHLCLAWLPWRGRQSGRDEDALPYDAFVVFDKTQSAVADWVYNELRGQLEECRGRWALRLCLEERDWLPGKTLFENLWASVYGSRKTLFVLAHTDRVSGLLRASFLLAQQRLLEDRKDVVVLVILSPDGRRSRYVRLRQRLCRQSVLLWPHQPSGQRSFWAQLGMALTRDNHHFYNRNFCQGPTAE
N-glyco inh = blocks N-linked glycosylation in D54 reporter cells; D54 ERlucT glycosylation luciferase reporter, 24 h; percent of 100 nM tunicamycin response; reporter increase, % at 12.5 µM; 360,000 tested, 0.23% active; AID 588692;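 active means mean luciferase reporter signal, scaled so untreated is 0 and the glycosylation-blocking control 100, at or above a set limit in every replicate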;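 further: luciferase carries N-glycosylation sites so blocking glycosylation raises the light; 0% = median of neutral control wells and 100% = median of 100 nM tunicamycin wells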
Vif imaging = HIV Vif inhibition | 340,000 tested, 0.35% active | inhibition, % at 7.49 µM | HEK293T cells, Vif self-association by quenched fluorescence, imaging, 24 h; in the data active means inhibition above about 50%, passing the limit was not always enough; further: some results filed as inactive read as strong as hits
aDG glyco act = increases alpha dystroglycan glycosylation; activation, % at 10 µM; Pro5-aDG cells, alpha-DG glycosylation AlphaScreen (IIH6); 0% Pro5, 100% B10-LARGE cell signal; 360,000 tested, 0.22% active;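 active means activation of at least 8% versus controls, or a plate z-score of at least 8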;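 further: Pro5 are CHO cells carrying HIG-tagged alpha-DG that lacks glycosylation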
MC4R ag barr = agonists of human melanocortin 4 receptor (MC4R) beta-arrestin; 360,000 tested, 0.98% active; AID 540308; P32245; U2OS MC4R beta-arrestin complementation, luminescence; percent of melanotan II response, DMSO zero; activation, % at 8.9 µM;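 active means activation above a per-plate cutoff, the mean activation of sample wells on that plate plus 3 SD, cut at about 8% in these data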
Granule exo inh = lytic granule exocytosis inhibition; TALL-104 LAMP-1 surface exposure, flow cytometry; cells stimulated with thapsigargin and PMA; inhibition, % at 10 µM; 360,000 tested, 0.66% active; AID 651702;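 active means inhibition above about 55%, limit read from the data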
NOD2-RIPK2 inh = NOD2-RIPK2 protein interaction inhibition. O43353. CHO BLA complementation NOD2-RIPK2, CCF4 ratio. inhibition, % at 4.98 µM. 360,000 tested, 0.38% active; in the data active means inhibition above about 21%;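 further: 0% = vehicle only and 100% = reference blocker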
Active calls of the source: *; / = no result given. These rows are one share of the data; count on the stated rates, not on these rows.

SMILES	ABCB6 inh MLPCN	MC4R antagonist	ABHD5-PLIN5 inh	TLR9-MyD88 block	N-glyco inh	Vif imaging	aDG glyco act	MC4R ag barr	Granule exo inh	NOD2-RIPK2 inh
O=[N+]([O-])c1ccc2c(c1N1CCCCC1)=NC1(CCCCC1)[N+]=2[O-]	98	-9	-2	-7	4	-3	0.0	-4.7	27	-12
COCCOc1cc(N(CC(=O)N(C)C)S(=O)(=O)c2ccccc2)c(Cl)cc1Cl	97	15	7	-5	-1	-9	-0.1	0.7	5	-6
Cc1ccc(S(=O)(=O)Nc2ccccc2F)cc1C(=O)NCc1ccco1	94	3	-2	-5	2	-3	0.2	-1.7	2	-7
COc1ccc(-c2cc(C(=O)N(C)Cc3nc4ccccc4c(=O)[nH]3)c3ccccc3n2)cc1OC	97	18	-10	-11	1	25	-0.5	-0.9	-10	-6
CNC(=O)CCCCC(=O)N/N=C/c1ccc(Cl)cc1Cl	94	0	0	8	2	0	-0.2	0.0	-12	-2
N#CCC(=O)N/N=C/c1c2ccccc2cc2ccccc12	94	-6	-2	1	6	5	-0.3	-3.3	5	0
CC1(C)NC(=O)N(CCCCOc2ccc(Cl)cc2)C1=O	97	6	5	-1	-1	5	0.0	2.0	0	-4
O=C(CC(=O)Nc1cccnc1)Nc1cccnc1	92	0	-4	6	1	-7	0.0	-2.8	-6	-2
O=C(CNc1cccc(C(F)(F)F)c1)Nc1cccc(S(=O)(=O)N2CCCC2)c1	90	-3	-12	-3	-3	0	0.4	-4.4	7	-2
COc1ccccc1NC(=O)c1nnn(CC(=O)Nc2cccc(SC)c2)c1N	100	-7	-1	2	1	-2	-0.2	2.2	3	-12
CCOC(=O)C1CCN(S(=O)(=O)c2ccc(OC)c(C(=O)N3CCCCC3)c2)CC1	93	-4	-4	16	0	20	0.1	-0.5	6	-13
COC(=O)CC1C(=O)NCCN1C(=S)NC(=O)c1ccccc1[N+](=O)[O-] (configuration not stated)	79	12	-8	-5	5	-8	0.2	0.7	4	-4
CC12CCC(C(=O)Nc3cccc(Cl)c3Cl)([C@H](Br)C1=O)C2(C)C (some centres not stated)	85	7	1	2	-1	2	-0.1	-2.8	-9	0
CCC(C)Oc1cc(-c2ccnc(Nc3cccc(Cl)c3)n2)ccn1 (configuration not stated)	103	11	-4	-1	13	-6	-0.1	1.5	11	1
COc1cc(-c2nnc(SCC(=O)c3ccccc3)o2)cc(OC)c1OC	94	-7	-1	7	1	1	1.3	3.0	-3	-7
CCOc1ccc(NC(=O)CSc2nc3cccnc3n2CC)cc1	113	1	2	4	-3	/	0.5	-3.3	7	-1
COc1ccc(/C=C2\Oc3cc(OCC(N)=O)ccc3C2=O)cc1OC	101	-8	3	-12	2	-3	0.1	0.4	-6	-7
CCOC(=O)CSc1nc2ccc(N3CCOCC3)cc2c(=O)n1Cc1ccccc1	100	8	0	-6	2	-6	-0.2	-1.3	0	-6
CC(=O)Nc1cccc2c1OCCO2	99	-1	-1	1	-1	-8	-0.3	-0.8	2	-12
O=C(c1ccccc1)c1ccc(Cn2cc(CCCO)nn2)cc1	95	3	2	4	-3	-20	1.8	-0.9	-2	-13
CC(=O)Nc1cccc(C(=O)Nc2ccc(S(=O)(=O)N3CCCCC3)cc2)c1	92	4	0	0	0	-2	-0.2	-3.9	-1	-7
CC(c1ccccc1)n1c(-c2ccccc2F)n[nH]c1=S (configuration not stated)	96	1	-2	-2	-1	-1	0.0	-1.7	-6	8
CCCCn1c(N)c(N(CCOC)C(=O)c2ccc(N3C(=O)c4ccccc4C3=O)cc2)c(=O)[nH]c1=O	103	3	-3	0	3	23	0.1	-0.3	-1	1
COc1ccc(Cn2cnc3c(NS(C)(=O)=O)c(C)c(C)cc32)cc1	96	2	-2	7	2	-8	0.1	1.4	-2	-1
COCCN(C(=O)COC(=O)c1cnc(C)cn1)c1c(N)n(Cc2ccccc2)c(=O)[nH]c1=O	107	8	6	-1	1	-3	-0.2	1.0	-1	10

(listing goes on)
SMILES	ABCB6 inh MLPCN	MC4R antagonist	ABHD5-PLIN5 inh	TLR9-MyD88 block	N-glyco inh	Vif imaging	aDG glyco act	MC4R ag barr	Granule exo inh	NOD2-RIPK2 inh
CCOC(=O)C1CCN(C(=O)c2cccs2)CC1	99	4	2	9	0	-18	0.0	-0.1	-4	-9
Cc1cccc(C(=O)NC(=S)Nc2ccc(S(=O)(=O)N3CCN(C)CC3)cc2)c1	97	-2	1	-1	0	-2	1.0	-1.7	-3	0
Cc1ccc(CNC(=O)c2cc3c(=O)n(C)c4ccccc4c3n2C)o1	93	-4	4	-11	-1	-7	-0.1	2.4	-2	-11
COc1ccc(OCc2nnc(SCC(=O)N3C(C)CCCC3C)o2)cc1 (configuration not stated)	97	-4	-11	-5	-2	1	0.1	3.0	3	-6
N=C1/C(=C/c2cccn2Cc2ccc(F)cc2)C(=O)N=C2SC=CN12	104	5	2	-5	2	-6	0.5	-2.3	-1	3
O=C(CNC(=O)C1CCCCC1)NC1=NCCS1	95	2	-5	5	2	8	0.2	-1.4	0	-2
Nc1nnc(Cc2c[nH]c3ccccc23)s1	88	1	-6	-3	-1	-1	0.1	-2.5	0	-11
CCN=C(Nc1cccc(F)c1)SC1CC(=O)N(c2ccc(OC)cc2)C1=O (configuration not stated)	101	2	0	8	-4	-2	0.1	3.0	-1	-3
CCNC(=O)CSc1nc(-c2ccccc2)cs1	99	6	-9	3	1	2	-0.2	-1.0	-2	4
NC(=O)COC(=O)c1ccccc1OCc1ccc(Cl)cc1	98	1	-2	0	0	-6	0.0	-1.0	2	-5
C[C@@H](C(=O)Nc1ccc2ccccc2c1)[C@@H]1C[C@@]1(C)[C@@H](NC(=O)c1ccccc1)c1ccccc1	99	10	9	-1	0	/	-0.2	-2.1	7	6
Cn1c(O)c(N=NC(=O)CNC(=O)c2cccnc2)c2ccccc21	101	-9	-7	6	3	12	0.0	-1.4	23	4
CCC(=O)NN1CCN(c2ccncc2S(=O)(=O)N2CCCCC2)CC1	101	12	-1	-6	-1	2	0.0	-2.1	-3	2
Cc1ccc(S(=O)(=O)NC(=O)NCC2CCN(S(=O)(=O)c3ccccc3)CC2)cc1	93	4	0	-11	1	11	0.0	1.0	8	4
COc1ccc(C(=O)Nc2ccc(N3CCN(C(=O)c4ccccc4C)CC3)cc2)cc1	100	1	9	1	-14	-8	0.3	-0.9	6	-7
CS(=O)(=O)c1ccc(C(=O)Nc2ccc(S(=O)(=O)N3CCCCC3)cc2)cc1	95	-2	-1	9	-5	-7	-0.1	-1.2	-4	-1
CC(c1ccccc1)c1nnc(NC(=O)Nc2ccccc2)s1 (configuration not stated)	97	-6	-9	8	0	14	0.0	6.9	2	-1
CCn1c(NC(=O)C2CCCCC2)nc2ccccc21	93	0	-1	-9	4	-11	0.0	-1.5	4	-9
CN(Cc1ccccc1)c1oc(-c2ccco2)nc1C#N	97	-8	0	-8	-4	-6	0.2	0.7	0	-7
COc1ccc(C(=O)N2CCC(n3c(C)nc4cc(F)ccc43)CC2)cc1	99	23	5	-14	-1	/	0.5	-1.1	1	3
CCOC(=O)C1CCCN(S(=O)(=O)c2cc3c(cc2Cl)NC(=O)CO3)C1 (configuration not stated)	104	4	-17	4	-1	-5	0.0	-1.1	2	-11
COc1ccccc1/C=C1\SC(=O)N(CCC(=O)NNC(=O)c2ccccc2Cl)C1=O	86	0	2	0	3	6	0.1	-1.1	-4	0
CCCCN(C)c1nc(-c2ccco2)c2c(c1C#N)CC(C)(C)OC2	102	-1	28*	-2	1	-25	0.0	-0.7	-3	-6
COc1ccc(/C=C/c2cc[n+](C(=O)Cc3ccccc3)cc2)cc1	100	0	14	2	2	-5	0.4	-0.1	47	-4
O=C(CSc1ccc2ccccc2c1)NCc1cccs1	99	-11	2	-6	1	0	0.1	-3.4	3	-4

Continued:
SMILES	ABCB6 inh MLPCN	MC4R antagonist	ABHD5-PLIN5 inh	TLR9-MyD88 block	N-glyco inh	Vif imaging	aDG glyco act	MC4R ag barr	Granule exo inh	NOD2-RIPK2 inh
CC(C)(Cc1ccc(O)cc1)NC(=O)CC(=O)N=Nc1c(O)[nH]c2ccc(Br)cc12	97	1	3	2	0	-2	-0.1	-0.7	3	-6
O=S(=O)(c1ccc(NCc2ccc(F)cc2)nc1)N1CCCC1	97	21	1	-1	0	-17	-0.5	-0.2	-7	-5
Cc1ccc(N2CC(C(=O)Nc3nccs3)CC2=O)cc1 (configuration not stated)	105	9	5	-2	2	-6	-0.2	-0.7	-2	-9
CC(C)Oc1ccc(NC(=O)CCC(=O)O)cc1	101	-4	2	3	1	-3	0.0	-1.4	2	-11
Cc1cc(NC(c2cccnc2)c2ccc3cccnc3c2O)no1 (configuration not stated)	95	-5	10	0	-10	-10	0.4	-1.1	-4	0
O=C(CCN1CCCCC1)Nc1ccccc1	103	-7	1	10	2	15	0.1	1.4	-1	-3
O=C(Nc1cccnc1)c1cc(-c2ccc3c(c2)OCO3)on1	99	7	-6	-5	-18	/	0.2	0.2	5	-12
COc1ccc(-c2nn(-c3ccccc3)cc2/C=C\C(=O)N2CCOCC2)cc1[N+](=O)[O-]	90	6	8	8	-2	1	0.6	-1.6	-5	-11
CC(C)NC(=O)C1(C)CCCN1C(=O)c1cc(C#N)cs1 (configuration not stated)	101	8	4	/	2	-4	0.0	-1.2	3	-11
COc1cccc(-c2nc(CS(=O)CC(=O)NC3CCCC3)c(C)o2)c1 (configuration not stated)	97	-2	-2	4	2	-5	0.1	0.2	6	7
COc1ccc(C(=O)C2CCCN(C(=O)c3cccc(Cl)c3F)C2)cc1OC (configuration not stated)	98	-3	2	2	-1	-7	-0.1	-1.9	3	-14
CS(=O)(=O)c1ccc2nc(NC(=O)C3CC(=O)N(c4ccccc4)C3)sc2c1 (configuration not stated)	101	15	-1	-4	-1	1	-0.1	-4.5	-6	-2
O=C(Cc1cc(=O)[nH][nH]1)N/N=C/c1c(F)cccc1Cl	99	20	-4	3	1	0	0.4	2.0	-3	11
CCOC(=O)c1cn(CC(=O)Nc2cccc(Cl)c2)nn1	99	-3	3	6	3	-5	-0.2	-1.8	0	-2
O=C(c1ccc(F)cc1)C(CN1CCOCC1)c1ccccc1 (configuration not stated)	98	19	38*	10	-22	3	-0.4	-0.9	9	7
CCn1c(COc2ccc3c(c2)OCO3)nnc1SCC(=O)c1ccc(Cl)cc1	76	-7	1	-1	0	-2	0.1	9.9*	-6	-12
C#CCNC(=O)C1=C[C@@H](C2CC2)[C@H](CCCO)[C@@H](OCC)O1	93	-1	-11	-7	0	0	0.1	-2.2	10	-5

Single records, as listed above.
O=C(CCN1CCCCC1)Nc1ccccc1 in the list: ABCB6 inh MLPCN: 103; MC4R antagonist: -7; ABHD5-PLIN5 inh: 1; TLR9-MyD88 block: 10; N-glyco inh: 2; Vif imaging: 15; aDG glyco act: 0.1; MC4R ag barr: 1.4; Granule exo inh: -1; NOD2-RIPK2 inh: -3
COc1ccc(C(=O)C2CCCN(C(=O)c3cccc(Cl)c3F)C2)cc1OC (configuration not stated) in the list: ABCB6 inh MLPCN: 98; MC4R antagonist: -3; ABHD5-PLIN5 inh: 2; TLR9-MyD88 block: 2; N-glyco inh: -1; Vif imaging: -7; aDG glyco act: -0.1; MC4R ag barr: -1.9; Granule exo inh: 3; NOD2-RIPK2 inh: -14
